# Screens (PubChem BioAssay)
# CHRM5 agonist: CHRM5 agonism in calcium assay; 0.19% of 360,000 active; P08912; CHO-K1 hM5 cells, Fluo-8 calcium fluorescence; 0% DMSO wells, 100% maximal acetylcholine response; activation, % at 3 µM; AID 624037;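 active means activation above the run's mean over test compounds plus 3 SD, cut at about 23% in these data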;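 further: signal is peak over basal fluorescence ratio across the kinetic read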
# M4 ag: agonists of human muscarinic M4 receptor (CHRM4). P08173. CHO-K1 hM4/Gqi5, Fluo-8 calcium fluorescence; vehicle 0%, full acetylcholine response 100%. activation, % at 3 µM. 0.14% of 360,000 active. AID 624127;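 active means activation above the run mean over all test wells plus 3 SD, cut at about 32% in these data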;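 further: peak over basal fluorescence ratio per well then scaled between controls; 0% = DMSO wells and 100% = acetylcholine at EC100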
# Target sequence (P08173 whole entry, looked up): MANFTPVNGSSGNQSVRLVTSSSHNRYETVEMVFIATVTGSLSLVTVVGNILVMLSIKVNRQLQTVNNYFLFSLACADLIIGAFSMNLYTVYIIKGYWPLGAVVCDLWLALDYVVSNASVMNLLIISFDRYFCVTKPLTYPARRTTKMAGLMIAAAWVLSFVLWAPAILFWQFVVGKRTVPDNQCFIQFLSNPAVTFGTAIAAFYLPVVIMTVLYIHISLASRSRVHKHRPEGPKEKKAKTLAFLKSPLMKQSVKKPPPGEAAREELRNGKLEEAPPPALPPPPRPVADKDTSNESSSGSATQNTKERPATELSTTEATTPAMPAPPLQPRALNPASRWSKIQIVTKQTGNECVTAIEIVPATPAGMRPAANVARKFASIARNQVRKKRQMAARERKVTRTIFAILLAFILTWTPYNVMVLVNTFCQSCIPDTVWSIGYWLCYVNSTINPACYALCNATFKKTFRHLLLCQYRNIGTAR
# M1 antag: blocks human M1 muscarinic receptor. 1.3% of 360,000 active. P11229. inhibition, % at 3 µM. CHO-K1 hM1, Fluo-8 calcium fluorescence, ACh EC80 antagonist;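 active means percent inhibition above its own plate's cutoff, namely the mean of that plate's compound wells plus 3 SD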;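 further: peak over basal fluorescence ratio during 140 s after agonist addition; 0% = ACh EC80 plus DMSO and 100% = DMSO alone without agonist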
# Target sequence (P11229 whole entry, looked up): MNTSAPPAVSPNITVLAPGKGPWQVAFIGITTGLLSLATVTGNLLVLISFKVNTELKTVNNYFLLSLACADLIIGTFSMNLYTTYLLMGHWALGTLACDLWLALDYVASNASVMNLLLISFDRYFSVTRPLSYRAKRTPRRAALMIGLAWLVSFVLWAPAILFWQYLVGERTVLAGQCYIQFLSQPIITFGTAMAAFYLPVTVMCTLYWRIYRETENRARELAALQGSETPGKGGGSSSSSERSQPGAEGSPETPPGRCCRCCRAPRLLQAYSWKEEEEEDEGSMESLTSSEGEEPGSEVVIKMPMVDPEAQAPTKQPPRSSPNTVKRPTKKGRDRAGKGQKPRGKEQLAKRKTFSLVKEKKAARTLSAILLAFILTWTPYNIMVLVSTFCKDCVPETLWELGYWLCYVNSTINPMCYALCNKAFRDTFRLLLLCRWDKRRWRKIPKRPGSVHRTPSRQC
# CHRM5 PAM: CHRM5 positive allosteric modulation. P08912. CHO-K1 hM5, Fluo-8 calcium, ACh EC20 PAM; 0% = ACh EC20, 100% = ACh EC100. activation, % at 3 µM. 0.3% of 360,000 active;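 active means activation above the run cutoff, the mean activation of all test compounds plus 3 SD, cut at about 18% in these data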
#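 System: CHO-K1 cell line with stable human muscarinic M5 receptor expression | Also added: EC20 acetylcholine as agonist stimulus | Compound: One concentration, 3 µM final (nominal) | Timing: Fluo-8 loading 80 min at 37 °C plus 30 min room temperature | Measured by: Fluo-8 calcium dye fluorescence, kinetic read | Read-out basis: % activation, ACh-normalized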
# CHRM4 antagonist: CHRM4 antagonism in calcium assay; 0.73% of 360,000 active; CHO-hM4 cells, ACh EC80, Fluo-8 calcium fluorescence; inhibition, % at 3 µM;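 active means inhibition above its plate's cutoff, the mean inhibition of sample wells plus 3 SD, cut at about 27% in these data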;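 further: 0% = acetylcholine EC80 with DMSO and 100% = DMSO without agonist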
# CHRM1 agonist: human M1 muscarinic receptor agonism. P11229. CHO-K1 hM1, Fluo-8 calcium fluorescence, agonist mode; 0% DMSO, 100% acetylcholine EC100. activation, % at 3 µM. 0.33% of 360,000 active. AID 588814;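 active means activation above the run's mean compound activation plus 3 SD, cut at about 16% in these data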;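 further: peak over basal fluorescence ratio within a 140 s kinetic read after compound addition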
# M1 PAM: positive allosteric modulators of human M1 muscarinic receptor | P11229 | CHO-K1 hM1, Fluo-8 calcium fluorescence, ACh EC20; 0% = ACh EC20, 100% = maximal ACh | activation, % at 3 µM | 0.088% of 360,000 active; in the data active means activation above about 19%, passing the limit was not always enough
# TAAR1 ag: agonists of human TAAR1; Q96RJ0; CHO RD-HGA16 TAAR1, Fluo-8 calcium fluorescence; vehicle wells 0%, saturating PEA agonist 100%; activation, % at 3 µM; 0.99% of 360,000 active; AID 624467;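 active means activation above the mean activation of all test compounds in the run plus 3 SD, cut at about 38% in these data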
#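 Test system: RD-HGA16 (CHO) cells co-expressing Gα16 and hTAAR1; dosing: one-point dosing at 3 µM (nominal); timing: 17-24 h seeding, 75 min 37 °C dye, 30 min RT; signal: kinetic Fluo-8 calcium fluorescence; read-out basis: % activation relative to PEA EC100 response; controls: DMSO and PEA EC100; replicates: n 1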
# M5 antag: antagonists of human muscarinic M5 receptor (CHRM5); P08912; CHO-hM5 cells, Fluo-8 calcium fluorescence, ACh EC80; inhibition, % at 3 µM; 0.59% of 360,000 active; AID 624040;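 active means inhibition above a per-plate cutoff, the mean of that plate's test compounds plus 3 SD, cut at about 27% in these data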;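 further: 0% = acetylcholine EC80 with DMSO and 100% = DMSO without agonist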
# * marks the source's active call; other numbers are inactive results; nt = not tested or not shown. Not all compounds are listed; count on the stated rates, not on these rows.
SMILES,CHRM5 agonist,M4 ag,M1 antag,CHRM5 PAM,CHRM4 antagonist,CHRM1 agonist,M1 PAM,TAAR1 ag,M5 antag
C[C@H]1CCCCO[C@@H](CN(C)S(=O)(=O)c2ccc(Cl)cc2)[C@@H](C)CN([C@@H](C)CO)C(=O)c2cc(NS(=O)(=O)c3ccccc3)ccc2O1,-2,0,-17,3,-3,-9,4,2,-12
COc1ccccc1NC(=O)c1ccc(-n2cccn2)nc1,-1,1,-9,-4,-1,-4,4,12,3
COC(=O)c1cc(S(=O)(=O)NCC2CCN(Cc3ccccc3F)CC2)c[nH]1,-7,1,13,-1,0,-6,-9,0,-4
CC(=O)NS(=O)(=O)c1ccc(NC(=O)/C=C/c2ccccc2)cc1,-5,1,-3,-4,7,0,4,5,13
O=C(CN1C(=O)c2ccccc2S1(=O)=O)NCCSC1CCCCC1,0,5,-43,-6,-25,-1,10,5,-7
CCOc1ccc2oc(C(=O)OCC(=O)N3C(C)CCCC3C)c(C)c2c1 (stereo unspecified),-8,10,9,-17,7,-5,-10,4,24
COc1ccc(C(=O)N2CC(c3ccc(Cl)cc3)CC2=O)cc1 (stereo unspecified),1,0,-4,-2,8,-4,2,2,7
Cc1ccc(NC(=S)Nc2cccc3ccccc23)cc1,-2,1,-4,4,-21,-3,1,0,-11
CC(=O)c1cccc(OC(=O)C2=CC=CN3CCS(=O)(=O)N=C23)c1,1,1,-9,0,4,-3,7,4,-1
CCOc1ccc(-c2nc(N)ncc2-c2ccccc2)c(O)c1,-6,-1,0,-2,4,-5,0,25,4
Cc1c2cnn(CC(=O)NCc3ccccn3)c(=O)c2c(C)n1Cc1ccc(Cl)cc1,5,2,-7,7,-2,26*,21,1,-9
CN(C)c1nc(SCC(=O)Nc2ccc(Cl)c(Cl)c2)nc(N2CCOCC2)n1,-4,0,-15,1,-14,-2,8,10,1
COc1ccc(CCNC2CCN(C)CC2)cc1OC,-8,0,-7,0,4,-4,8,5,-1
Cc1nnc(N2CCC(C(=O)NC3CCC(C)CC3)CC2)c2nn(-c3ccc(Cl)cc3)c(C)c12 (stereo unspecified),-5,-2,2,-6,-12,-14,-15,nt,17
COC(=O)[C@H]1C[C@H](OC(=O)Nc2cccs2)[C@@]2(O)CN(S(=O)(=O)c3ccc(C)cc3)CC2[C@H]1C(=O)OC (stereo partly specified),3,2,4,-4,-9,-2,3,5,2
CCC1CCCCN1C(=O)COC(=O)CSc1ccc(C(N)=O)cc1[N+](=O)[O-] (stereo unspecified),5,3,-6,2,-9,0,5,5,10
CC(Oc1ccc(F)cc1)C(=O)Nc1ccccc1C(=O)NC1CC1 (stereo unspecified),-2,3,-16,-9,-23,-3,12,5,1
CCN(c1ccc(NC(=O)CSc2ccc3c(c2)OCCO3)cc1)C(C)C,-8,3,81*,-23,8,-7,-31,0,19
Cc1cc(=O)[nH]c(N2CCN(c3ccc(Cl)cc3)CC2)n1,8,1,-17,1,8,0,11,0,2
COc1ccc(Br)cc1CNC(=O)C1CCN(c2nnc(N3CCCC3=O)s2)CC1,-6,1,-20,4,9,3,15,0,-11

# Compound profiles, from the list above. Screens in order: CHRM5 agonist, M4 ag, M1 antag, CHRM5 PAM, CHRM4 antagonist, CHRM1 agonist, M1 PAM, TAAR1 ag, M5 antag
# Cc1c2cnn(CC(=O)NCc3ccccn3)c(=O)c2c(C)n1Cc1ccc(Cl)cc1 in the list: 5, 2, -7, 7, -2, 26*, 21, 1, -9
# Cc1nnc(N2CCC(C(=O)NC3CCC(C)CC3)CC2)c2nn(-c3ccc(Cl)cc3)c(C)c12 (stereo unspecified) in the list: -5, -2, 2, -6, -12, -14, -15, nt, 17

# Further entries.
SMILES,CHRM5 agonist,M4 ag,M1 antag,CHRM5 PAM,CHRM4 antagonist,CHRM1 agonist,M1 PAM,TAAR1 ag,M5 antag
COc1ccc(CC(NC(C)=O)C(=O)NC2CCN(S(=O)(=O)c3ccc(NC(C)=O)cc3)CC2)cc1 (stereo unspecified),-3,1,3,-3,-10,2,13,1,24
Cc1ccc(-c2noc(CCC(=O)Nc3ccccc3C)n2)cc1,-2,5,-13,-8,-7,-3,8,8,13
CSc1c(CC(=O)NCCCO)n(Cc2ccccc2)c2ccccc12,-3,3,-16,8,-1,-6,13,9,-2
Cc1cc(C)n(-c2nc3c(c(=O)n(C)c(=O)n3C)n2Cc2cccc(Br)c2)n1,2,-1,2,-8,15,-2,1,-3,2
Brc1ccc2c(c1)-c1ccccc1C1=NCCN12,0,1,11,4,2,-9,-5,7,-3
NC(c1csc(NC(=O)Nc2cccc(Cl)c2)n1)c1ccccc1Cl (stereo unspecified),4,17,0,-3,6,5,4,52*,7
COc1cc(OC)c(NS(=O)(=O)c2cc(C(=O)OC(C)C(=O)NC3CC3)c(Cl)cc2Cl)cc1Cl (stereo unspecified),-3,6,-11,-4,-13,-7,6,4,0
COc1ccccc1OCCNC(=O)C1CC(=O)N(c2ccccc2OC)C1 (stereo unspecified),0,2,-5,1,9,-3,1,-1,8
CNC(=O)/C(C#N)=c1\s/c(=C/C(=O)OC)c(=O)n1-c1ccccc1,-12,2,13,-18,3,-2,-2,14,4
COc1cc(CNc2cccc(C(=O)O)c2)cc(Br)c1OCC(=O)NC(C)(C)C,2,0,-6,10,6,-2,12,0,-2
NC(=O)c1nc2c([nH]c1=O)CCCC2,-2,1,17,-1,1,-2,-7,3,19
Cc1ccc(S(=O)(=O)Nc2ccc(NC(=O)c3cccnc3)cc2)cc1,1,1,-6,0,2,-1,11,2,4
O=C(NCCN1CCC(n2c(=O)[nH]c3ccccc32)CC1)c1cccc(Cl)c1,-1,6,nt,-5,-11,nt,nt,3,-12
CCC1CCCCN1C(=O)CSc1nc(N)cc(=O)[nH]1 (stereo unspecified),-2,1,2,-1,9,-4,1,-1,18
O=C(Nc1nc2c(s1)CCCC2)c1nn(Cc2ccccc2)c(=O)c2ccccc12,-2,-1,-11,-2,1,-5,3,-1,5
COc1ccccc1C(=O)NNC(=O)C1CC=CCC1 (stereo unspecified),1,1,-1,-2,8,-5,-2,-1,3
CC(=O)C1=C(C)NC(SCC(N)=O)=C(C#N)C1c1ccco1 (stereo unspecified),0,0,1,2,8,0,2,1,6
Nn1c(-c2cccc([N+](=O)[O-])c2)nc2ccccc2c1=O,1,1,-15,-2,-7,-5,12,-1,-2
COc1ccccc1NS(=O)(=O)c1cc(C(=O)N2CCN(C/C=C/c3ccccc3)CC2)ccc1C,-4,11,15,-6,2,-4,-8,11,7
CCc1cc(C(=O)O)c(NC(=O)c2cc(OC)c(OC)c(OC)c2)s1,-1,1,-10,2,-9,-5,4,0,-8
CC(C)COc1ccc(C(=O)Nc2ccc(NC(=O)c3ccco3)cc2)cc1,0,-1,-7,7,-3,-3,6,nt,3
CCOC(=O)N1CCN(C(=O)C2CCC(=O)N(Cc3cccc(C(F)(F)F)c3)C2)CC1 (stereo unspecified),0,2,-4,2,-9,-3,4,0,7
CCOc1ccc(NC(=O)CNC(=O)COc2ccccc2)cc1,-4,1,-8,2,3,-7,14,0,0
COc1cc(-c2n[nH]c(=S)n2-c2ccc(C)cc2)cc(OC)c1OC,-3,0,5,-8,0,-7,3,9,12
CCNC(=O)N(C)C[C@H]1N[C@@](C)(C(=O)OC)[C@H]2C(=O)N(Cc3ccccc3)C(=O)[C@@H]12,0,0,-17,0,-15,-3,6,3,-7
CCCNC(=O)Cn1nc(C(F)(F)F)cc1C,0,2,-1,7,0,-1,3,0,3
CC(C)n1c(/N=C/c2c[nH]c3ccccc23)nc2ccccc21,-1,0,-22,-3,3,-2,8,14,0
CSc1cccc(NC(N)=O)c1,4,0,-6,8,-5,-3,4,8,-4
O=C(CCNS(=O)(=O)c1ccc2c(c1)CCC(=O)N2)NCc1cccnc1,1,2,-9,-2,3,-2,10,3,5
COc1ccc(C(=O)N2CCC(C(=O)Nc3ccc4c(c3)OCCO4)CC2)cc1,-2,0,-22,4,1,-4,8,1,-9
Cc1ccc(OCC(=O)OCc2nc3scc(-c4ccccc4)c3c(=O)[nH]2)cc1C,2,3,-4,7,-3,-3,5,0,1
NC(=O)Cc1ccc(OCc2nn[nH]n2)cc1,0,1,-20,3,-4,-1,13,0,-1
COCCn1c(=O)[nH]c2cc(C(=O)N3CCN(c4ccc(OC)cc4)CC3)ccc2c1=O,-1,2,3,6,-4,-3,6,1,4
Cc1cc(CN2CCCCC2)oc1C(=O)O,0,3,2,-2,-2,3,4,8,-3
O=C(CCS(=O)(=O)c1ccccc1)Nc1ccc(N2CCN(Cc3ccccc3)CC2)cc1,-5,2,-1,0,18,-5,-4,3,-3
CCOc1ccc(S(=O)(=O)N2CCC(C(=O)NCc3ccccn3)CC2)cc1Cl,-4,0,-8,-2,0,-5,2,-3,-3

# Reformatted: results already given
mol | CHRM5 agonist | M4 ag | M1 antag | CHRM5 PAM | CHRM4 antagonist | CHRM1 agonist | M1 PAM | TAAR1 ag | M5 antag
C[C@H]1CCCCO[C@@H](CN(C)S(=O)(=O)c2ccc(Cl)cc2)[C@@H](C)CN([C@@H](C)CO)C(=O)c2cc(NS(=O)(=O)c3ccccc3)ccc2O1 | -2 | 0 | -17 | 3 | -3 | -9 | 4 | 2 | -12
COc1ccccc1NC(=O)c1ccc(-n2cccn2)nc1 | -1 | 1 | -9 | -4 | -1 | -4 | 4 | 12 | 3
COC(=O)c1cc(S(=O)(=O)NCC2CCN(Cc3ccccc3F)CC2)c[nH]1 | -7 | 1 | 13 | -1 | 0 | -6 | -9 | 0 | -4
CC(=O)NS(=O)(=O)c1ccc(NC(=O)/C=C/c2ccccc2)cc1 | -5 | 1 | -3 | -4 | 7 | 0 | 4 | 5 | 13
O=C(CN1C(=O)c2ccccc2S1(=O)=O)NCCSC1CCCCC1 | 0 | 5 | -43 | -6 | -25 | -1 | 10 | 5 | -7
CCOc1ccc2oc(C(=O)OCC(=O)N3C(C)CCCC3C)c(C)c2c1 (stereo unspecified) | -8 | 10 | 9 | -17 | 7 | -5 | -10 | 4 | 24
COc1ccc(C(=O)N2CC(c3ccc(Cl)cc3)CC2=O)cc1 (stereo unspecified) | 1 | 0 | -4 | -2 | 8 | -4 | 2 | 2 | 7
Cc1ccc(NC(=S)Nc2cccc3ccccc23)cc1 | -2 | 1 | -4 | 4 | -21 | -3 | 1 | 0 | -11
CC(=O)c1cccc(OC(=O)C2=CC=CN3CCS(=O)(=O)N=C23)c1 | 1 | 1 | -9 | 0 | 4 | -3 | 7 | 4 | -1
CCOc1ccc(-c2nc(N)ncc2-c2ccccc2)c(O)c1 | -6 | -1 | 0 | -2 | 4 | -5 | 0 | 25 | 4
Cc1c2cnn(CC(=O)NCc3ccccn3)c(=O)c2c(C)n1Cc1ccc(Cl)cc1 | 5 | 2 | -7 | 7 | -2 | 26* | 21 | 1 | -9
CN(C)c1nc(SCC(=O)Nc2ccc(Cl)c(Cl)c2)nc(N2CCOCC2)n1 | -4 | 0 | -15 | 1 | -14 | -2 | 8 | 10 | 1
COc1ccc(CCNC2CCN(C)CC2)cc1OC | -8 | 0 | -7 | 0 | 4 | -4 | 8 | 5 | -1
